# DAGLB inh – diacylglycerol lipase beta (human) inhibition; inhibition, % at 5.17 µM; 0.059% of 340,000 active; HEK293T DAGLB membrane lysate, EnzChek fluorogenic substrate; AID 504411; in the data active means inhibition above about 34%;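 further: 0% = enzyme with vehicle and 100% = wells lacking enzyme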
# C-LANA FP – KSHV C-LANA DNA binding inhibition; MBP-C-LANA/FAM-LBS DNA binding, fluorescence polarization; inhibition, % at 9 µM; 0.078% of 340,000 active; AID 504423;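 active means highest replicate inhibition at or above 60% at 9 µM, even if other replicates fall short; inactive means all replicates below 60% inhibition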;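 further: 0% = neutral control wells and 100% = 4 µM acridine orange control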
# DSG3 Ab inh – blocks pemphigus antibody binding to human desmoglein-3. P32926. DSG3-coupled beads, scFv-anti-DSG3-GFP binding, flow cytometry; stronger effect = lower value. binding (percent of control), % at 10 µM. 0.48% of 310,000 active;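 active means binding more than 3 SD below its plate's average and above zero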;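 further: hits lower antibody fragment binding to DSG3; some compounds called inactive have numbers as strong as hits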
# NSD2 HMT inh – inhibitors of human histone methyltransferase NSD2 | NSD2 peptide methylation, AlphaScreen, 120 min | inhibition, % at 12.5 µM | 0.54% of 310,000 active; in the data active means inhibition above about 50%
# CAL PDZ FP-1 – CAL PDZ (human) peptide binding inhibition | Q9HD26 | purified CAL PDZ, TMR-peptide fluorescence polarization, 1 h | inhibition, % at 24.9 µM | 0.92% of 300,000 active | AID 602252;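 active means mean inhibition of at least 30% with at least half of replicates also reaching 30%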;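 further: 0% = DMSO neutral control and 100% = excess unlabeled competitor peptide PRC23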
# V-ATPase pHluor – alters yeast V-ATPase proton transport. S. cerevisiae, pHLuorin cytosolic pH fluorescence. response, % at 10 µM. 0.37% of 350,000 active; in the data active means response mostly above about 7.3%, no sharp cut-off; inactive means mostly below about 5.4%; further: actives read high; inactives centre near 0; some compounds called inactive have numbers as strong as hits
# Cardiac RTF inh – cardiac RTF calcium desensitization; P19429+P45379; IANBD-labeled cardiac RTF, Ca2+ fluorescence; inhibition, % at 7.15 µM; 0.12% of 340,000 active; AID 493244;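 active means inhibition above the mean inhibition of all tested compounds plus 3 SD, cut at about 17% in these data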;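 further: assay run at fixed EC70 calcium of 1.6 mM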
# CAL PDZ FP-2 – human CAL PDZ-peptide interaction inhibition; Q9HD26; inhibition, % at 20 µM; 0.02% of 330,000 active; AID 504414; purified CAL PDZ, TMR-peptide fluorescence polarization, 1 h;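 active means highest replicate inhibition of at least 40%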;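 further: plate controls were DMSO neutral control wells for no effect and unlabeled competitor peptide control wells for full effect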
#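 Material – purified CerCALP PDZ construct · Detection – FP readout, S and P plane fluorescence · Measure – percent inhibition from loss of millipolarization · Controls – unlabelled peptide for full inhibition, DMSO wells as neutral · Probe or stimulus – TMR-labelled reporter peptide T*-PRC34 bound in PDZ groove · Times – 1 h at RT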
# Keap1-Nrf2 PPI – disrupts human Keap1 binding to Nrf2 peptide; 0.15% of 340,000 active; Keap1 Kelch-Nrf2 peptide fluorescence polarization, 1536-well; inhibition, % at 9.4 µM; Q14145; in the data active means inhibition above about 12%;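 further: human Keap1 Kelch domain with fluorescein labeled Nrf2 9mer peptide probe; 0% = neutral control wells and 100% = peptide positive control; higher means more block of Keap1 binding to Nrf2 peptide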
# Target sequence (Q14145 whole entry, looked up, the tested form may be a part): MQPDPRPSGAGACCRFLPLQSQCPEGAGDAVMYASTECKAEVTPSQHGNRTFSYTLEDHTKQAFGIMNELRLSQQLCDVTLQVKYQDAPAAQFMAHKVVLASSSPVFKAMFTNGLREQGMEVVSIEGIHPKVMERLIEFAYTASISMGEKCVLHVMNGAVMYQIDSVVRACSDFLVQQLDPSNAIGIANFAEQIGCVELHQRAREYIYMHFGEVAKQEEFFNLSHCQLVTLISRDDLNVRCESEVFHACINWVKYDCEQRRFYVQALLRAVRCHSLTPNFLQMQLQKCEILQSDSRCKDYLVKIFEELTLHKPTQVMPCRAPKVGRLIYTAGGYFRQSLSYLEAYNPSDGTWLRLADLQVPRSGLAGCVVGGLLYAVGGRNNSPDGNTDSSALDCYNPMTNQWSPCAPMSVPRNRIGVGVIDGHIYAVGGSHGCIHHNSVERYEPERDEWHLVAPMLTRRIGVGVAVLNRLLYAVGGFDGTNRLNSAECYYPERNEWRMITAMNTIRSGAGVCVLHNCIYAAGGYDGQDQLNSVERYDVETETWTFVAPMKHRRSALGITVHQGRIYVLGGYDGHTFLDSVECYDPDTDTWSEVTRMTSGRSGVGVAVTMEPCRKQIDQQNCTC
# Arrestin-AP2 inh – human beta-arrestin and AP2 interaction inhibition | 0.31% of 340,000 active | FITC-arrestin peptide / GST-AP2 beads, flow cytometry; AP2 beta2 appendage carries R879A mutation | inhibition, % at 10 µM;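 active means inhibition above a set limit, near 3 SD of compounds lacking own fluorescence, cut at about 54% in these data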;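 further: plate controls were DMSO wells for no effect and 5 µM unlabelled arrestin peptide for full effect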
#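 Test system: GST-tagged AP2 beta2-adaptin appendage (R879A) on 4 µm glutathione beads; also added: fluorescein-tagged arrestin peptide at 50 nM final; timing: 12 min plus 1 h, RT; signal: flow cytometry, FL1 (488/535 nm); read-out: percent drop in bead-associated FITC signal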
# An asterisk follows results filed as active; x = no result given. The list is partial (hit frequency here may not be typical).
No.	Compound	DAGLB inh	C-LANA FP	DSG3 Ab inh	NSD2 HMT inh	CAL PDZ FP-1	V-ATPase pHluor	Cardiac RTF inh	CAL PDZ FP-2	Keap1-Nrf2 PPI	Arrestin-AP2 inh
1	CC(C)(C)P(=O)(c1ccncc1)N1CCCC1 (stereo not drawn)	-1	3.1	101	1	-1	-3	-5	-2.6	-3	1
2	COC(=O)C1=C(c2ccc(F)cc2OCc2ccccc2)C[C@@H]2CC[C@H]1N2C(=O)NCc1cccc(F)c1	-14	0.0	101	x	-3	-1	-9	-0.3	-6	24
3	COc1ccccc1N1CCN(Cc2ccc(F)cc2)CC1	-10	-0.1	93	0	2	7	-13	-2.9	-9	x
4	COC(=O)C1=C(C(=O)OC)C2c3ccccc3C1c1ccccc12	1	1.9	130	0	-4	-1	3	-1.7	-7	6
5	OC(CCNCCc1c[nH]c2ccccc12)C(F)(F)F (stereo not drawn)	1	1.3	117	8	6	-2	-4	-0.6	-9	6
6	CCC(=O)c1ccc(OCC(=O)N2CCN(CC(=O)Nc3ccccc3C(F)(F)F)CC2)cc1	-2	1.6	109	0	1	1	-7	-0.7	-3	11
7	COc1cc(CN=Cc2c(O)n(C(C)(C)C)c(=O)[nH]c2=O)cc(OC)c1	4	-1.8	x	0	-4	-1	-6	-1.0	-2	5
8	Cc1cccn2c(NCC3CCCO3)c(C(C)C)nc12 (stereo not drawn)	3	0.1	98	3	-2	-2	2	-1.6	1	-3
9	CCC(C#N)(CC)P(=S)(c1ccccc1)c1ccccc1	-11	0.3	89	-1	-1	0	-11	-1.9	4	6
10	Cc1ccc(-n2c(-c3ccc([N+](=O)[O-])cc3)nc3ccccc3c2=O)cc1	0	-0.1	127	6	1	2	-16	-2.1	-4	x
11	COc1ccc(C(C)=O)cc1CC(C(=O)c1ccc(C)c(C)c1)N(C)C (stereo not drawn)	0	-3.0	101	8	0	10	-3	0.3	-2	x
12	CC(=O)c1cccc(OCC(=O)N2CCN(CC(=O)Nc3cccc(F)c3)CC2)c1	2	1.5	x	-1	0	-1	-9	0.2	-9	-12

# Further results:
No.	Compound	DAGLB inh	C-LANA FP	DSG3 Ab inh	NSD2 HMT inh	CAL PDZ FP-1	V-ATPase pHluor	Cardiac RTF inh	CAL PDZ FP-2	Keap1-Nrf2 PPI	Arrestin-AP2 inh
13	COC(=O)C1=C(c2ccc(Cl)c(C(F)(F)F)c2)C[C@@H]2CC[C@H]1N2C(=O)NCCOc1ccccc1Cl	-8	-0.6	99	x	-3	-3	-8	-0.7	4	43
14	Cc1ccc(-n2c(=S)[nH]c3ccccc3c2=O)cc1F	0	x	100	-1	x	-6	x	x	x	x
15	CCCCCn1c(=O)c(C(=O)Nc2c(C)n(C)n(-c3ccccc3)c2=O)c(O)c2ccccc21	1	-1.7	56	-7	0	-1	0	-2.3	1	34
16	C[C@H](O)[C@H]1CC[C@H]2[C@@H]3CCC4=CC(=O)CC[C@]4(C)[C@H]3CC[C@]12C	3	0.3	94	x	0	-6	-12	-2.2	-3	13
17	CCCCn1c(=O)c(C(=O)NCc2ccccc2OC)c(O)c2ccccc21	-4	-0.3	101	-5	0	4	0	0.0	-2	33
18	O=C(c1cc(-c2ccncc2)nc2ccccc12)N1CCC2(CC1)OCCO2	1	0.8	101	0	x	0	-3	-1.6	1	0
19	C[C@]12CCC3C(CC[C@H]4C[C@H](O)CC[C@]34C)C1C[C@H](O)[C@@H]2O (stereo partly drawn)	1	-4.6	93	-1	-3	9	-1	-0.4	-3	2
20	O=[N+]([O-])/C=C/c1c(Cl)cccc1Cl	2	0.5	83	x	-9	1	-1	-0.6	-6	1
21	Oc1ccc(CC2CC3CCN2CC3)cc1O (stereo not drawn)	1	-0.8	109	9	-1	-3	-1	-2.6	-3	4
22	Cn1c(O)c(C=Nc2ccc(Cl)cc2)c(=O)n(C)c1=O	0	0.6	93	-4	x	0	-7	0.1	-3	8
23	CCCCCCn1c(O)c(C=NC2CCN(Cc3ccccc3)CC2)c(=O)[nH]c1=O	-4	-0.2	105	1	-6	-3	-3	-0.1	-2	0
24	O=c1[nH]c(=O)n(Cc2ccccc2)c(O)c1C=NCCN1CCNCC1	-2	-0.8	84	0	0	-2	0	-2.0	-4	8

# The results go on:
No.	Compound	DAGLB inh	C-LANA FP	DSG3 Ab inh	NSD2 HMT inh	CAL PDZ FP-1	V-ATPase pHluor	Cardiac RTF inh	CAL PDZ FP-2	Keap1-Nrf2 PPI	Arrestin-AP2 inh
25	O=c1[nH]c(=O)n(Cc2ccccc2)c(O)c1C=Nc1ccc(CN2CCOCC2)cc1	3	1.8	x	-2	-8	0	-2	0.4	-3	-3
26	N[C@@H](Cn1oc(=O)[nH]c1=O)C(=O)O	2	3.7	109	x	2	0	-5	-0.4	4	3
27	O=C1CCCN1c1ccc(S(=O)(=O)O)cc1 (tested in a mixture with another compound)	-1	-0.8	101	0	-1	-1	-16	-1.3	-1	8
28	COc1ccc(S(=O)(=O)Cc2ccc(C(=O)N3CCC4(CC3)OCCO4)o2)cc1	-1	-0.6	95	-3	-5	1	-8	-0.4	-4	9
29	O=C1CC(=O)N(c2ccc(Cl)cc2)C(=O)N1	4	-0.6	119	0	x	5	-7	-0.3	-5	-6
30	COCCOC(=O)c1c(C)oc2ccc(OC(=O)N(C)C)cc12	-3	-0.3	97	-1	-1	0	4	0.6	2	16
31	O=C1/C(=C/c2ccccc2Cl)N2CCC1CC2	-1	1.3	98	4	-5	0	1	-1.4	0	27
32	N#CC1c2ccccc2-n2nncc2CN1S(=O)(=O)c1cc(Cl)cc(Cl)c1 (stereo not drawn)	1	0.3	102	x	13	-3	7	0.6	-1	6
33	O=C(Cn1c(=O)n(CC2CS2)c2ccccc21)N1CCCCC1 (stereo not drawn)	0	0.6	102	-26	0	7	0	-0.6	-3	21
34	COc1ccc(CNC(=O)/C=C/c2ccc3[nH]cc(CCN(C)C)c3c2)cc1	2	1.0	101	x	-2	-3	1	-1.0	3	-2
35	CCCCCn1c(=O)c(C(=O)Nc2cccc(C)c2)c(O)c2ccccc21	-1	2.5	118	-5	14	-1	2	-0.2	-5	-3
36	CC(=O)OC1C=CC2[C@H]3Cc4ccc(O)c5c4[C@@]2(CCN3C)C1O5 (stereo partly drawn)	0	-0.9	103	x	3	1	-4	-0.4	1	17

# New compounds follow.
No.	Compound	DAGLB inh	C-LANA FP	DSG3 Ab inh	NSD2 HMT inh	CAL PDZ FP-1	V-ATPase pHluor	Cardiac RTF inh	CAL PDZ FP-2	Keap1-Nrf2 PPI	Arrestin-AP2 inh
37	COc1ccc(C2C(C#N)=C(N)Oc3c2c(=O)oc2ccccc32)cc1Cn1cc([N+](=O)[O-])cn1 (stereo not drawn)	6	0.6	x	-1	-6	-2	-2	-0.9	4	3
38	COc1cccc(N2C(=O)NC(=O)/C(=C/c3ccc([N+](=O)[O-])s3)C2=O)c1	12	26	105	28	x	111*	-2	0.5	-1	7
39	COc1cc(O)cc2c1C(=O)O[C@@H](C)CCCC(=O)CCCCC2	-3	0.5	116	17	-2	4	-13	-1.4	-4	3
40	COc1ccc(-n2c(O)c(C(C)=NCC3CCCO3)c(=O)[nH]c2=O)cc1 (stereo not drawn)	-2	0.6	107	-1	-2	-5	-1	-0.4	2	41
41	O=c1[nH]c(=O)n(Cc2ccc(F)cc2)c(O)c1C=NCCN1CCCCC1	2	-0.6	x	-3	-8	1	1	0.8	-4	-8
42	Cc1ccc2nc3c(cc2c1)CC1(C(=O)N(C)C(=O)N(C)C1=O)C1COCCN31 (stereo not drawn)	3	-0.5	x	3	-2	-1	4	0.2	-2	3
43	Cc1ccc(CN2CCCN(Cc3ccc(C)cc3)S2(=O)=O)cc1	-12	-2.2	95	14	-9	0	-3	0.4	-4	-18
44	Cc1c2cnn(CC(=O)N3CCC4(CC3)OCCO4)c(=O)c2c(C)n1Cc1ccccc1F	-2	3.6	105	2	-1	-6	-3	-0.8	-1	17
45	O=P(/C(=N/O)N1CCCCC1)(N1CCOCC1)N1CCOCC1	-1	1.0	x	3	x	-8	-1	0.8	-1	-4
46	Cc1cccc(NC(=O)N2CC3CC(C2)c2cccc(=O)n2C3)c1 (stereo not drawn)	1	2.2	110	2	x	-2	-2	-0.7	3	5
47	Cn1cccc1/C=C1\C(=O)NC(=O)N(CCC2=CCCCC2)C1=O	8	5.2	82	2	-18	-3	-10	-2.0	4	16
48	COc1ccccc1NC(=O)c1cn(CCC#N)nc1-c1cccc(Cl)c1	0	4.9	112	-3	-1	-6	-1	-0.5	-1	-7

# Entries from the list above that contain a halogen, in the order listed:
No.	Compound	DAGLB inh	C-LANA FP	DSG3 Ab inh	NSD2 HMT inh	CAL PDZ FP-1	V-ATPase pHluor	Cardiac RTF inh	CAL PDZ FP-2	Keap1-Nrf2 PPI	Arrestin-AP2 inh
2	COC(=O)C1=C(c2ccc(F)cc2OCc2ccccc2)C[C@@H]2CC[C@H]1N2C(=O)NCc1cccc(F)c1	-14	0.0	101	x	-3	-1	-9	-0.3	-6	24
3	COc1ccccc1N1CCN(Cc2ccc(F)cc2)CC1	-10	-0.1	93	0	2	7	-13	-2.9	-9	x
5	OC(CCNCCc1c[nH]c2ccccc12)C(F)(F)F (stereo not drawn)	1	1.3	117	8	6	-2	-4	-0.6	-9	6
6	CCC(=O)c1ccc(OCC(=O)N2CCN(CC(=O)Nc3ccccc3C(F)(F)F)CC2)cc1	-2	1.6	109	0	1	1	-7	-0.7	-3	11
12	CC(=O)c1cccc(OCC(=O)N2CCN(CC(=O)Nc3cccc(F)c3)CC2)c1	2	1.5	x	-1	0	-1	-9	0.2	-9	-12
13	COC(=O)C1=C(c2ccc(Cl)c(C(F)(F)F)c2)C[C@@H]2CC[C@H]1N2C(=O)NCCOc1ccccc1Cl	-8	-0.6	99	x	-3	-3	-8	-0.7	4	43
14	Cc1ccc(-n2c(=S)[nH]c3ccccc3c2=O)cc1F	0	x	100	-1	x	-6	x	x	x	x
20	O=[N+]([O-])/C=C/c1c(Cl)cccc1Cl	2	0.5	83	x	-9	1	-1	-0.6	-6	1
22	Cn1c(O)c(C=Nc2ccc(Cl)cc2)c(=O)n(C)c1=O	0	0.6	93	-4	x	0	-7	0.1	-3	8
29	O=C1CC(=O)N(c2ccc(Cl)cc2)C(=O)N1	4	-0.6	119	0	x	5	-7	-0.3	-5	-6
31	O=C1/C(=C/c2ccccc2Cl)N2CCC1CC2	-1	1.3	98	4	-5	0	1	-1.4	0	27
32	N#CC1c2ccccc2-n2nncc2CN1S(=O)(=O)c1cc(Cl)cc(Cl)c1 (stereo not drawn)	1	0.3	102	x	13	-3	7	0.6	-1	6
41	O=c1[nH]c(=O)n(Cc2ccc(F)cc2)c(O)c1C=NCCN1CCCCC1	2	-0.6	x	-3	-8	1	1	0.8	-4	-8
44	Cc1c2cnn(CC(=O)N3CCC4(CC3)OCCO4)c(=O)c2c(C)n1Cc1ccccc1F	-2	3.6	105	2	-1	-6	-3	-0.8	-1	17
48	COc1ccccc1NC(=O)c1cn(CCC#N)nc1-c1cccc(Cl)c1	0	4.9	112	-3	-1	-6	-1	-0.5	-1	-7

# High-throughput results: PubChem BioAssay, several laboratories
